Assay outcomes: PubChem, several laboratories
Yp Topo-I inh – blocks Yersinia pestis topoisomerase I activity; activity, % at 10 µM; Y. pestis Topo-I cleavage product accumulation, plate reader; 360,000 tested, 0.064% active; in the data active = activity above about 50%, passing the limit was not always enough; inconclusive = no clear call, values can overlap the other calls; also: inactives centre near 2
DUSP3 inh – DUSP3 (human) phosphatase inhibition; recombinant VHR phosphatase, pNPP absorbance; P51452; inhibition, % at 13.3 µM; 290,000 tested, 0.52% active; AID 1654; in the data active = inhibition above about 50%; also: some compounds called inactive have numbers as strong as hits
Target sequence (P51452 whole entry, looked up): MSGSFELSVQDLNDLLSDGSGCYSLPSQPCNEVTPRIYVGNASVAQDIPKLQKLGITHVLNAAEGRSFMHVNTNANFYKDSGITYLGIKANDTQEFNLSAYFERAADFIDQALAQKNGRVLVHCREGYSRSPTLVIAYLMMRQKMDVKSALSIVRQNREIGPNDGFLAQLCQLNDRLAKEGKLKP
BH1578 lux ind – induces V. cholerae light production without autoinducers | V. cholerae BH1578 lux reporter, luminescence, 6 h | AID 588436 | activation, % at 18.7 µM | 350,000 tested, 0.16% active; in the data active = activation mostly above about 9.7%, no sharp cut-off; inconclusive = no clear call, values can overlap the other calls; inactive = mostly below about 3.7%; also: not every result past the cut was called active; inactives centre near 0; reference of the scale not given here
Rv3671c protease – inhibitors of M. tuberculosis serine protease Rv3671c | inhibition, % at 5.96 µM | 320,000 tested, 0.048% active | AID 2606; in the data active = inhibition above about 38%;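 also: extracellular domain of Rv3671c used as enzyme; 0% = enzyme with DMSO and 100% = no enzyme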
Target sequence (P9WHR9 whole entry, looked up, the tested form may be a part): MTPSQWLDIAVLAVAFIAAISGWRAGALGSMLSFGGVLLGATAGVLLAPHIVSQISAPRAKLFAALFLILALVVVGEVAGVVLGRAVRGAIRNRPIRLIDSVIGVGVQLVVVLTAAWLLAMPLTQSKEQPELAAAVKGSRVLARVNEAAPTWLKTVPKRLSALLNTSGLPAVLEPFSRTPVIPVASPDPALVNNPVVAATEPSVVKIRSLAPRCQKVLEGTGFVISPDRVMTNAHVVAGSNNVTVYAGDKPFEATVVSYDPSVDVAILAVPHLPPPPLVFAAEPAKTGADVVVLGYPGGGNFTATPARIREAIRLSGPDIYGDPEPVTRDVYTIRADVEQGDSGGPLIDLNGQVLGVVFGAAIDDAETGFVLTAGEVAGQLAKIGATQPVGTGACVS
CCHF vOTU inh – blocks the CCHF virus ovarian tumor domain protease; CCHFV vOTU protease, Pep-AMC fluorescence; inhibition, % at 11.5 µM; 370,000 tested, 0.55% active; in the data active = inhibition above about 30%; also: 0% = vehicle wells with enzyme and 100% = no enzyme wells
MazEF act – increases E. coli MazEF RNase cleavage of RNA; P0AE70; FAM/BHQ RNA-DNA oligo cleavage fluorescence, 5 h; activation, % at 20 µM; 350,000 tested, 0.32% active; in the data active = activation above about 50%
Target sequence (P0AE70 whole entry, looked up): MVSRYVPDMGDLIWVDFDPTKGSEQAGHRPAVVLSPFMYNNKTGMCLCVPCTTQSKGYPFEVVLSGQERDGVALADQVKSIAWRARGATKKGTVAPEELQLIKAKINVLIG
PriA SSB inh – K. pneumoniae PriA-SSBct interaction inhibition | AlphaScreen SSBct-PriA binding, biotinylated peptide | inhibition, % at 33 µM | 430,000 tested, 0.6% active; in the data active = inhibition mostly above about 37%, no sharp cut-off; inactive = mostly below about 20%;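 also: plate controls were negative control peptide for no effect and reference peptide for full effect; strong numbers were not always called active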
SARS 3CLpro inh – SARS-CoV 3CLpro protease inhibition; P0C6X7; recombinant SARS-CoV 3CLpro, quenched FRET peptide cleavage; inhibition, % at 6 µM; 290,000 tested, 0.14% active; in the data active = inhibition above about 12%
PrPC surface inh – reduces human prion protein on the cell surface | P04156 | inhibition, % at 13.8 µM | AID 720596 | 370,000 tested, 0.43% active | cell surface PrPC, TR-FRET read-out; in the data active = inhibition above about 24%; also: 0% = median of the test wells and 100% = reference compound wells
TcdB inh – inhibitors of Clostridioides difficile toxin B glycohydrolase | TcdB glycohydrolase enzymatic assay, plate reader | inhibition, % at 9.99 µM | 350,000 tested, 0.24% active | AID 652162; in the data active = inhibition above about 10%
* = called active by the depositor; i = inactive; u = inconclusive; x = not tested or not shown. This is a subset (hit frequency here may not be typical).

SMILES	Yp Topo-I inh	DUSP3 inh	BH1578 lux ind	Rv3671c protease	CCHF vOTU inh	MazEF act	PriA SSB inh	SARS 3CLpro inh	PrPC surface inh	TcdB inh
O=C(NCc1ccc(F)cc1)c1cccc2c1C(=O)c1ccc(N3CCC(N4CCCCC4)CC3)cc1S2(=O)=O	-2	x	-0.4	x	7	-83	x	x	-44	0.5
CCc1cc2c(NCCC(=O)O)ncnc2s1	7	21	-0.3	-2	0	7	-15	-6	-6	x
CCOC(=O)NN1C(=O)c2ccccc2NC1c1ccc(OC)c(OC)c1 (stereo unspecified)	5	25	12	3	-58	-2	-7	1	8	-0.1
CCOC(=O)CC(NC(=O)Cc1cccs1)c1ccccc1Cl (stereo unspecified)	1	-66	-15	-1	-8	2	-18	-2	6	1.2
CCCCOc1ccc(C2C(C(=O)c3ccc(C)o3)=C(O)C(=O)N2Cc2ccco2)cc1 (stereo unspecified)	36	26	-0.2	-7	18	x	x	3	6	-1.2
O=S1(=O)CCOC[C@H](Cc2ccccc2)N1Cc1cccc(Cl)c1	-1	x	0.3	-2	6	-1	-31	x	-1	2.2
Cc1cccc(NC(=S)NNC(=O)c2csc3c2CCCC3)c1	-4	36	i	4	-10	6	17	7	9	x
CCCc1ncc(CN2CCC(C(=O)Nc3cccc(-c4cscn4)c3)CC2)cn1	-2	9	-0.4	6	15	0	-4	4	4	1.7
O=C(CSc1nnc(-c2ccccc2)n1Cc1ccco1)Nc1ccc(S(=O)(=O)N2CCCC2)cc1	24	-3	3.8	-16	6	5	2	2	9	3.7
COC1C(O)C(O)C(O)C(O)C1O (stereo unspecified)	1	x	-0.3	x	-6	4	-2	x	-4	0.5
O=C(N/N=C/C=C\c1ccccc1[N+](=O)[O-])c1ccco1	-3	9	i	5	5	5	x	0	-18	1.5
CCOC(=O)[C@H]1[C@H]2COc3ccc(C)cc3[C@@H]2N2C(=O)c3cc(Cl)ccc3NC(=O)[C@@]12C	9	x	-1.5	-25	-12	2	3	x	2	-1.4
COc1cc(C(=O)NCCN2CCN(C(=O)c3cc(OC)c(OC)c(OC)c3)CC2)cc(OC)c1OC	-7	14	-0.6	3	-5	6	-17	-3	-4	3.7
O=C(NC1CC2CCCC(C1)N2S(=O)(=O)c1ccccc1)c1ccco1 (stereo unspecified)	-1	1	0.9	-7	0	2	-2	-5	7	x
Cc1nnc(SCC(=O)Nc2ccc(OC(F)F)c(Cl)c2)n(N)c1=O	-9	x	-2.0	-15	5	14	2	x	-3	1.6
Cc1ccc(/C=N/n2c(C)nnc2C)s1	6	4	i	0	-2	5	x	-2	-3	x
CC1(C)Cc2c(cnn2-c2ccc(F)cc2)C(NC(=O)CCCN2CCCCC2=O)C1 (stereo unspecified)	15	2	-0.1	-2	21	3	4	-1	5	-8.8
CCn1nc(C(=O)NNC(=O)c2ccc(OC(F)F)cc2)c2ccccc2c1=O	3	x	-1.4	4	-2	4	1	x	-14	0.7
Cc1ccc(NC(=O)C2CCCN2S(=O)(=O)c2ccc(-c3ccc(=O)[nH]n3)s2)c(C)c1 (stereo unspecified)	17	18	-0.9	-22	16	2	13	0	-5	-1.2
C=CCNC(=O)COc1ccccc1C#N	0	20	x	-2	9	0	-1	-3	-5	1.8
O=C(COc1ccc([N+](=O)[O-])cc1)Nc1ccncc1	6	-3	-0.4	11	-3	6	-17	-3	-10	2.1
CCC1CCC2(CC1)NC(CO)(CO)CO2 (stereo unspecified)	-1	10	0.1	-5	-16	4	-19	-1	-3	x
CCOc1ccc(CC(=O)NNC(=S)NC2CCCCC2)cc1OCC	-3	-20	i	13	-2	-3	-18	-5	5	x
CC(C)CC(=O)Nc1c2c(nn1-c1cccc(Cl)c1)CS(=O)(=O)C2	2	13	i	0	-6	1	-3	0	3	-0.9
CCC1Oc2ccc(C)cc2N(CC(=O)NCc2ccco2)C1=O (stereo unspecified)	8	12	2.0	-7	4	6	3	6	-3	0.7
Cc1ccc(S(=O)(=O)NC(=O)C2(C)CCN2C(=O)c2cccc(F)c2)nc1 (stereo unspecified)	-7	x	0.6	x	-1	x	x	x	-1	0.7
O=C(Nc1ccccn1)c1ccc2c(c1)S(=O)(=O)c1ccccc1C2=O	10	5	0.0	-8	16	7	-13	-1	-1	0.2
CCOc1ccc(N(CC(=O)Nc2ccc3c(c2)OCCO3)S(=O)(=O)c2c(C)noc2C)cc1	-7	9	-0.2	2	-2	3	-12	4	6	0.3
COc1cccc(Nc2ncnc3sccc23)c1	-13	16	-0.2	-14	11	-1	-3	1	1	1.8
CCCNC(=O)c1cc(S(=O)(=O)N2CCc3ccccc32)ccc1F	8	8	-1.0	-7	5	0	3	2	-2	3.8
O=C(Nc1cc(Br)ccc1O)C1CC(c2ccccc2Cl)=NO1 (stereo unspecified)	-6	12	i	x	-7	7	8	7	4	-0.3
CCC(c1nnnn1CS(=O)(=O)c1ccc(C)cc1)N1CCN(c2nc3ccccc3s2)CC1 (stereo unspecified)	0	-2	-1.1	10	-5	-6	-5	7	-3	0.1
Cc1[nH]n(-c2ccccc2)c(=O)c1-c1cccc(Cl)c1	-3	-3	i	0	10	-3	-27	5	0	x
Nc1cccnc1Sc1ccccc1	1	x	i	1	-6	3	-4	x	6	0.7
Cc1cccc(Oc2nc(CN3CCOCC3)nc3sc4c(c23)CCCC4)c1	39	3	-0.5	6	-14	-15	3	-2	-2	x
O=C(N/N=C/c1cccc2ccccc12)c1n[nH]c2c1CCCC2	2	6	-0.6	-19	-9	-12	x	4	4	0.5
Cc1ccc(NC(=O)Nc2ccc(C(=O)N3CCOCC3)cc2)cc1	-6	39	-0.3	2	-4	9	-11	6	8	x
Cc1cc(N2C(=O)CC(N3CCN(C(c4ccccc4)c4ccccc4)CC3)C2=O)no1 (stereo unspecified)	16	-11	2.5	-9	5	-11	-1	6	11	x
COc1cccc(NS(=O)(=O)c2ccc3c(c2)NC(=O)CC(=O)N3)c1	1	4	i	7	11	9	-8	-3	0	-0.8
Cc1c(Cl)cccc1NC(=O)N1CCN(C(=O)c2ccco2)CC1	6	24	-0.4	2	-2	5	1	3	6	1.2
O=C(OCc1ccc2c(c1)OCO2)c1cccc(S(=O)(=O)N2CCCCC2)c1	u	16	-0.3	1	10	5	-18	1	1	x
CCCNC(=O)COc1coc(CN2CCN(C(=O)c3ccco3)CC2)cc1=O	4	x	-6.2	1	4	-4	-8	x	2	1.7
CS(=O)(=O)c1ccc(Cl)c(NC(=O)CSc2nncn2-c2ccccc2)c1	8	6	-0.5	-1	4	-16	-12	1	-1	1.3
O=C1OCC(CC2=C(O)C(=O)OC2)=C1O	5	x	i	x	6	6	-2	x	-7	-8.3
COc1ccc(CCN2C(=O)CC(N3CCN(c4ccccn4)CC3)C2=O)cc1OC (stereo unspecified)	-6	3	-14	2	0	3	-6	0	5	x
Cc1ccc(S(=O)(=O)NC2c3cccc4cccc(c34)C2Sc2n[nH]c(N)n2)cc1 (stereo unspecified)	-5	34	0.0	-30	-6	3	6	-3	-1	-0.1
NC(=O)CN1CCOCCOCCN(CC(N)=O)CCOCCOCC1	2	27	-0.7	-2	2	3	-5	0	-10	x
O=C(Cc1ccccc1)NS(=O)(=O)c1ccc(N=NN2CCOCC2)cc1	4	1	-0.6	7	-8	8	-21	1	3	0.2

4 entries already listed, arranged by heavy-atom count, smallest number first:
SMILES	Yp Topo-I inh	DUSP3 inh	BH1578 lux ind	Rv3671c protease	CCHF vOTU inh	MazEF act	PriA SSB inh	SARS 3CLpro inh	PrPC surface inh	TcdB inh
NC(=O)CN1CCOCCOCCN(CC(N)=O)CCOCCOCC1	2	27	-0.7	-2	2	3	-5	0	-10	x
CS(=O)(=O)c1ccc(Cl)c(NC(=O)CSc2nncn2-c2ccccc2)c1	8	6	-0.5	-1	4	-16	-12	1	-1	1.3
O=C(OCc1ccc2c(c1)OCO2)c1cccc(S(=O)(=O)N2CCCCC2)c1	u	16	-0.3	1	10	5	-18	1	1	x
Cc1ccc(S(=O)(=O)NC2c3cccc4cccc(c34)C2Sc2n[nH]c(N)n2)cc1 (stereo unspecified)	-5	34	0.0	-30	-6	3	6	-3	-1	-0.1

More results follow:
SMILES	Yp Topo-I inh	DUSP3 inh	BH1578 lux ind	Rv3671c protease	CCHF vOTU inh	MazEF act	PriA SSB inh	SARS 3CLpro inh	PrPC surface inh	TcdB inh
CCOC(=O)/C(C#N)=C1/C=Cc2ccccc2N1CC	6	-2	i	-7	8	7	18	-3	-26	x
NC(=O)C1CCN(c2ccc(S(=O)(=O)N3CCCCC3)cn2)CC1	12	5	-0.4	7	1	-3	-4	-3	0	1.4
CC1CCCN(C(=O)C2CCN(S(=O)(=O)c3cccc4cccnc34)CC2)C1 (stereo unspecified)	7	-12	-0.2	4	-6	7	-23	0	-3	1.2
CCN(CC)C(=O)C(=O)c1cc(C)n(-c2ccc(F)cc2)c1C	-8	14	-0.4	-6	9	3	-2	3	-3	0.4
CCOC(=O)N1CCC(NC(=O)C(CC(C)C)NC(=O)C2CCCCC2)CC1 (stereo unspecified)	4	10	i	-4	6	3	-20	-2	4	x
CCOC(=O)C1=C(c2ccc(O)cc2)NC(=O)NC1C (stereo unspecified)	0	x	i	4	1	2	2	x	-1	1.4
CC1NC(C)(C)Cc2c1ccc1ccccc21 (stereo unspecified)	4	0	-0.2	2	4	9	2	1	-5	0.4
O=C1NC(=O)C(CCc2ccncc2)(c2ccccc2)C(=O)N1	-8	12	-0.3	3	-9	2	-1	2	2	x
COc1ccc(C(=O)Nc2ccc(C(F)(F)F)n(C)c2=O)cc1	-7	35	-0.2	-5	-6	-4	0	-3	0	-0.4
CCOc1ccc(C(=O)Nc2cc(C)c3c(=O)oc4ccccc4c3n2)cc1	-2	12	-0.1	0	-4	-40	0	-2	-4	0.7
C=CCC[C@H](Cc1ccc(F)cc1)C(=O)OC[C@H](Cc1c[nH]c2ccccc12)NC(=O)[C@H](CC=C)CC(=O)N[C@H](CO)Cc1ccccc1	22	x	i	-5	27	8	0	x	-7	0.5
O=C(/C=N/O)Nc1ccc(F)cc1	-8	24	-0.3	2	-4	1	x	-2	6	x
c1cn(C23CC4CC(CC(C4)C2)C3)cn1	-6	-10	i	8	-3	-3	-8	-4	5	x
COc1ccc(OC)c(C(c2c(O)nc(SC)[nH]c2=O)c2c(O)nc(SC)[nH]c2=O)c1	1	-4	-0.3	1	-9	9	-3	1	0	-0.3
O=C(C[n+]1cc(-c2ccccc2)n2c1CCC2)Nc1nc(-c2ccccc2)cs1	4	3	i	0	-19	19	8	-4	5	x
Clc1cccc(Cl)c1C1Nc2cccc3cccc(c23)N1	-28	21	-0.6	2	0	21	-3	3	0	0.1
CCN(CC)C(=O)[C@H]1C[C@H](CC(=O)NCCC2=CCCCC2)C(=O)N2CCc3c([nH]c4ccc(Cl)cc34)[C@]12C	31	x	-1.9	x	2	1	1	x	-3	0.0
CC(Sc1nncn1C)C(=O)Nc1cc(C(F)(F)F)ccc1N1CCOCC1 (stereo unspecified)	10	2	-0.3	4	4	-1	-3	0	-4	2.7
CN(C)S(=O)(=O)n1cc(/C=C(\NC(=O)c2ccccc2F)C(=O)NCCCn2ccnc2)c2ccccc21	24	-13	-0.3	x	19	7	-8	-8	-1	2.4
COc1ccc(C(=O)N=c2sc3c(C)ccc(OC)c3n2C)cc1	2	24	i	14	2	-20	-8	2	2	4.0
COc1ccccc1-n1cnc2cc(NCc3ccccn3)ccc21	12	41	i	2	-3	5	22	3	-6	x
COc1ccc(C(CC(=O)N2CCC3(CC2)OCCO3)NS(=O)(=O)c2ccc(OC)cc2)cc1 (stereo unspecified)	1	4	0.7	6	-2	1	-2	2	-3	x
CCN(C[C@H]1N[C@@](C)(C(=O)OC)[C@H]2C(=O)N(Cc3ccccc3)C(=O)[C@@H]12)C(=O)Nc1ccc(F)cc1	10	x	-1.0	-5	-3	7	-12	x	-11	0.7
